ERK AVP block – inhibitors of vasopressin-stimulated ERK signaling pathway; hit rate 0.99% among 72,000; Potency, µM (highest dose often 57.5 µM), for the others: at the highest dose activity, negative = inhibition, hits mostly inhibitors; AID 995; HEK293-V1b, vasopressin-stimulated pERK AlphaScreen; note: potency is the fitted concentration of half-maximal effect; % is set by controls: 0 for no effect and ±100 for the full control effect; nearly all actives have a fitted effect of over 55% in size
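qHTS, compounds titrated on V1b-expressing HEK293 cells. Preincubation 30 min at 37C, vasopressin 25 nM for 5 min, lysis 10 min, bead incubation 5 hr at room temperature.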
15-hLO inh – 15-hLO (ALOX15) enzyme inhibition; AID 887; purified 15hLO-1, xylenol orange hydroperoxide absorbance; Potency, µM (doses to about 57.1 µM), for the others: at the highest dose activity change, negative = inhibition, most hits filed as inhibitors; P16050; hit rate 1.4% among 74,000; note: potency is the fitted concentration of half-maximal effect; % is set by controls: 0 for no effect and ±100 for the full control effect; nearly all actives have a fitted effect of over 55% in size
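Purified human 15hLO-1 (40 nM final) in 25 mM Hepes pH 7.5, 0.01% Triton X-100 was preincubated with compound 15 min at room temperature, then reacted 6 min with 50 uM arachidonic acid; hydroperoxide detected by Fe-XO, 573/405 nm absorbance ratio.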
Ub-GFP proteasome – inhibits proteasome, raising ubiquitin-GFP reporter fluorescence | Ubiquitin-GFP reporter cells, proteasome inhibition, GFP fluorescence; response scale: untreated = 0%, 10 µM MG-132 = 100% | Potency, µM (titrated, usually from 45.9 µM), for the others: at the top dose activation (GFP accumulation), hits mostly activators | 67,000 tested, under 10 active | AID 526; active = well fitted activation curve with a large enough effect, not every such curve was filed as active; inconclusive = small, poorly fitted or top-dose-only effect, or another doubt; inactive = no such curve, though single readings can be large or run the other way; note: potency is the fitted concentration of half-maximal effect
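U2OS cells expressing ubiquitin(G76V)-GFP, seeded overnight in 0.5% FBS medium, then treated 4 hr at 37 C across 46 uM to 2.9 nM. GFP-positive cells counted by laser cytometry (488 ex/515 em); %activity scaled between basal and 10 uM MG-132.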
Epigenetic mod – epigenetic modulators derepressing GFP locus in mouse cells | AID 597 | Potency, µM (titrated, usually from 46.1 µM), without a hit: at the top dose GFP derepression (activation) | hit rate 0.09% among 68,000 | mouse C127i GFP locus derepression, cytometry, 30 h; note: % of control where 0% means no effect
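Read-out is the number of GFP-positive cells, scored as fluorescent objects 20 to 120 um wide, reflecting derepression of a silenced CMV-GFP reporter in murine C127i cells after 30 h compound exposure at 37 C.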
HADH2 inhib – blocks human hydroxyacyl-CoA dehydrogenase type II; recombinant HADH2, NADH fluorescence, beta-hydroxybutyryl-CoA; hit rate 3.4% among 73,000; Q99714; AID 886; Potency, µM (doses to about 57.1 µM), without a hit: at the highest dose activity change, negative = inhibition, usual class: inhibitors; note: potency is the fitted concentration of half-maximal effect; % is set by controls: 0 for no effect and ±100 for the full control effect; nearly all actives have a fitted effect of over 60% in size; many of its hits are not listed in these tables
Target sequence (Q99714 whole entry, looked up, one chain of several): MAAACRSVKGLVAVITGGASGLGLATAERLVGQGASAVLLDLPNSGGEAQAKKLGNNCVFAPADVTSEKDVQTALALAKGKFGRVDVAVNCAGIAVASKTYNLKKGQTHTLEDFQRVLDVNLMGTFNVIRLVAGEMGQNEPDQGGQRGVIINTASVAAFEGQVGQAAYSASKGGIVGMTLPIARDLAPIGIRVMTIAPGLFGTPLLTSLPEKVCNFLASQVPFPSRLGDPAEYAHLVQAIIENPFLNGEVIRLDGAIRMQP
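20 nM HADH2 + cpd, 15 min RT; add 1 mM NAD+/90 uM beta-hydroxybutyryl-CoA; kinetic fluorescence 360/450 nm, 4 min. Tris-HCl pH 9.0, 0.01% Tween-20.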
HBB splicing – modulators of hemoglobin beta chain splicing; Potency, µM (highest dose often 46.1 µM), without a hit: at the highest dose activation, actives largely listed as activators; hit rate 0.06% among 65,000; AID 925; HBB splicing reporter cell assay, activation; EGFP reporter with mutant IVS2-654 intron; response scale: normalised to 500 nM splice-correcting PNA; note: potency is the fitted concentration of half-maximal effect; 0% is about no effect
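HeLa cells stably expressing EGFP interrupted by mutant beta-globin intron 2 (IVS2-654), 500/well in 2% FCS. Treated with compound for 2 days at 37C. Splicing correction scored as total well GFP intensity (488 nm excitation, 500-520 nm emission); 500 nM antisense PNA served as control.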
Hsp90 Hop PPI – changes Hsp90-Hop TPR2A binding signal, up or down | AlphaScreen TPR2A-His6 binding biotin-Hsp90 C-terminal peptide | Potency, µM (doses to about 57 µM), without a hit: at the highest dose activity change, negative = inhibition | hit rate 0.44% among 71,000 | AID 595; active = well fitted curve in either direction with a large enough effect; inconclusive = small, poorly fitted or top-dose-only effect, or another doubt; note: potency is the fitted concentration of half-maximal effect; % is set by controls: 0 for no effect and ±100 for the full control effect; many of its hits are not listed in these tables
CRE-bla Fsk – modulators of forskolin-stimulated CRE signaling in CHO cells; AID 662; CHO CRE-bla reporter (cAMP response element driving beta-lactamase), forskolin EC10, beta-lactamase ratio; hit rate 2.5% among 71,000; Potency, µM (highest dose often 38.2 µM), for inactives: at the highest dose activity change, negative = inhibition, usual class: activators; active = well fitted activation curve with a large enough effect in the signal ratio, with a control signal flat, not every such curve was filed as active; inconclusive = small, poorly fitted or top-dose-only effect, or effect the other way, or a change in a side signal; the % refers to the signal ratio; note: potency is the fitted concentration of half-maximal effect; % of control where 0% means no effect
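CHO CRE-bla cells, overnight plating in Opti-MEM with 0.5% dialyzed FBS; cpd titration + EC10 NKH 477, 3 h 37 °C; CCF4 2 h RT; ex 405/em 460 vs 530 ratio → %Activity, AC50.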
FLuc inh – blocks Photinus pyralis firefly luciferase activity | P08659 | purified firefly luciferase, luminescence, 8 min | Potency, µM (highest dose often 57.1 µM), for the others: top-dose activity change, negative = inhibition, actives largely listed as inhibitors | hit rate 2.2% among 72,000; note: potency is the fitted concentration of half-maximal effect; % is set by controls: 0 for no effect and ±100 for the full control effect; nearly all actives have a fitted effect of over 40% in size
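Luminescence read-out after 8 min at room temperature; enzyme reaction used luciferin plus 10 uM ATP (linear range) in imidazole buffer pH 7.2 with KCl, MgCl2, Tween 20 and BSA. Each sample was run as a titration.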
Tau fil binding – tau filament binding; recombinant tau filaments, thioflavin S fluorescence, 15 h; filaments grown with octadecylsulfate alongside compound; Potency, µM (series often up to 57.1 µM), for inactives: at the highest dose activity change, negative = inhibition; hit rate 2% among 71,000; AID 596;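 note: potency is the fitted concentration of half-maximal effect; % is set by controls: 0 for no effect and ±100 for the full control effect; actives lower thioflavin S fluorescence by blocking filaments or displacing dye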
Target sequence (P10636 whole entry, looked up): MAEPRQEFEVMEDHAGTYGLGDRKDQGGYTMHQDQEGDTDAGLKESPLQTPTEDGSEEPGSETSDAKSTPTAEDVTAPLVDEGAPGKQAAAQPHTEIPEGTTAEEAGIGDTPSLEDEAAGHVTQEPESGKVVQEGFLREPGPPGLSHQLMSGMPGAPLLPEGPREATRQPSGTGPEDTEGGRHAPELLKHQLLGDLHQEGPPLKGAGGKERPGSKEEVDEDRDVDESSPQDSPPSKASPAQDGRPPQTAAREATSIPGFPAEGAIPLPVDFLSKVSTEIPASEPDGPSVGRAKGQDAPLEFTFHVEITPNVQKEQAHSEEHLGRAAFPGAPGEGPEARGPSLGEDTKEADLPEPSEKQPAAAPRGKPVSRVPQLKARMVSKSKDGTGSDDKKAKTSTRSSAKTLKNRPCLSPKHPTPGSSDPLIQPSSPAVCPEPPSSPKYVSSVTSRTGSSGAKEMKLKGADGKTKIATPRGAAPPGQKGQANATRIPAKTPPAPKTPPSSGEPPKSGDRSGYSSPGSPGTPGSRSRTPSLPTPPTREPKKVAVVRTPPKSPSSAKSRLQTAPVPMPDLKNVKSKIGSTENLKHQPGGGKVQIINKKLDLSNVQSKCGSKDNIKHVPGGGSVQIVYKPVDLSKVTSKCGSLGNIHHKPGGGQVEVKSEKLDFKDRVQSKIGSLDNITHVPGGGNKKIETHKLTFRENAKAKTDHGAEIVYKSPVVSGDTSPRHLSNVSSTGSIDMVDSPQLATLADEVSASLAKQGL
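Tau 2 uM in ThS buffer dispensed; compound added; 60 uM ODS added (finals 1 uM tau, 30 uM ODS); 15 h 37 C; fluor ex450/em510.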
Pol III holo inh – DNA polymerase III holoenzyme inhibition | Potency, µM (series often up to 57.1 µM), for the others: top-dose activity change, negative = inhibition | AID 603 | hit rate 0.25% among 71,000 | reconstituted DNA polymerase III holoenzyme replication, biochemical; note: potency is the fitted concentration of half-maximal effect; % is set by controls: 0 for no effect and ±100 for the full control effect
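Reconstituted *E. coli* holoenzyme (0.35 nM Pol III, 1 nM beta, 154 nM SSB, 2 nM primase) was preincubated with compound for 15 min at RT. Synthesis on 1.4 nM ssM13Gori ran 35 min, then was stopped with PicoGreen/EDTA and read as dsDNA fluorescence.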
* = called active by the depositor; ? = inconclusive; . = not tested or not shown; [ ] = another dose, or the depositor's remark. Unless noted, calls come from the whole dose curve; as a rule, active = well fitted curve in the direction sought with a large enough effect; inconclusive = small, poorly fitted or top-dose-only effect, or another doubt; inactive = no such curve, though single readings can be large; an effect the other way counts as inactive or inconclusive. The list is partial. The share of hits here may be higher or lower than overall.

SMILES | ERK AVP block | 15-hLO inh | Ub-GFP proteasome | Epigenetic mod | HADH2 inhib | HBB splicing | Hsp90 Hop PPI | CRE-bla Fsk | FLuc inh | Tau fil binding | Pol III holo inh
Cc1cccnc1NC(=O)C(C)Oc1ccccc1 (centres undefined) | ? | 2% | -1% | -3% | -2% | -1.0% | -1% | -4% | 1% | -2% | 0%
CCCNc1cc(=O)n(C)c(=O)n1C | ? | 13% | -7% | 0% | 3% | 0.3% | -5% | 3% | 2% | 5% | -2%
Cc1cc(C)nc(SCc2ccccc2C#N)n1 | -4% | -13% | -17% | 6% | -4% | 0.3%[9.22 µM] | 6% | ? | -2% | 13% | -14%
CCOc1ccc2ccccc2c1C(=O)N[C@@H]1C(=O)N2[C@@H]1SC(C)(C)[C@@H]2C(=O)O | -3%[25.7 µM] | 7%[25.6 µM] | 5%[20.5 µM] | 2%[20.6 µM] | -4%[25.6 µM] | -0.4%[20.6 µM] | -3%[26 µM] | ? | 3%[25.5 µM] | -1%[25.6 µM] | -5%[25.6 µM]
O=C(CCCCn1c(=O)c2ccccc2n(CC(=O)NC2CCCC2)c1=O)NC1CCCC1 | -5% | 0% | 8% | 2% | 8% | 0.0% | 1% | -2% | 1% | 6% | -3%
CCS(=O)(=O)NCCc1csc(-c2ccccc2)n1 | 7% | 1% | 11% | -4% | 9% | -0.9% | ? | 2% | -7% | -11% | 0%
Cc1ccc(S(=O)(=O)/N=C(\CN2CCOCC2)N2CCCC2)cc1 | 20% | 7%[11.4 µM] | 9%[9.17 µM] | -2% | 0%[11.4 µM] | -3.6%[0.0738 µM] | -2%[11 µM] | 18%[7.6 µM] | 2% | -3%[11.4 µM] | -4%[11.4 µM]
Nc1nc(OCc2ccccc2)c2[nH]cnc2n1 | -18% | 4% | 5% | 1% | 14% | -2.3% | -3% | ? | -2% | 0% | 5%
Cc1ccc(C(NC(=O)N2CCOCC2)=C(Cl)Cl)cc1F | -6% | 3% | 13% | -1% | -24% | -1.0% | -8% | ? | 1% | -12% | -3%
CN1CCN(c2nc(-c3ccoc3)nc3ccccc23)CC1 | ? | 6% | -3% | -3%[9.22 µM] | 8% | -0.2% | -7% | ? | 1%[2.29 µM] | -10% | -8%
CCN(CC)S(=O)(=O)c1cc(C(=O)Nc2ccncc2)ccc1Cl | ? | 3% | -1% | 3% | -5% | -0.4%[57.5 µM] | -3% | 20% | -3% | 0% | -4%
CN(C)/C=N/c1c(C#N)cnn1-c1ncnc2sc(-c3ccccc3)cc12 | 2% | -22% | -1% | 1% | 3% | 0.0%[57.5 µM] | 6% | 25% | 0% | 24% | 11%
O=C(NCc1ccc2[nH]c3c(c2c1)CCCC3)N1CCOCC1 | -1% | -4% | -7% | 1% | -23% | -1.0% | -3% | ? | -2% | 444% | 0%
CC(=O)Nc1ccc(S(=O)(=O)N2CCSC2c2ccccc2Cl)cc1 (centres undefined) | 10% | -12% | 2% | 4% | 5% | . | -2% | -3% | 0% | 8% | -5%
CCOC(=O)CN1C(=O)C(CC)Oc2ccc(Cl)cc21 (centres undefined) | 4% | -4% | 10% | 0% | -2% | 0.1%[57.5 µM] | 7% | ? | 1% | -3% | -2%
CNC(=O)C1CCC(=O)N1Cc1ccc(C)cc1 (centres undefined) | 3% | 1% | -10% | 0% | -1% | -1.9% | 6% | -10% | 0% | -8% | -6%
CCOc1ccccc1NC(=O)N1C2CCCC1CC(NC(=O)C1CC1)C2 (centres undefined) | 5% | 7% | -1% | -1% | 2% | -0.2%[57.5 µM] | 0% | ? | -17% | 12% | 3%
Cc1cc(-c2nnc(SCC(=O)NC3CCCC3)o2)no1 | -7% | 4% | 3% | -1% | 0% | . | -1% | -5% | 3% | 1% | -2%
Cc1cc2ncn(C(=O)N3CCOCC3)c2cc1C | -26% | -3% | 0% | 2% | 9% | 2.1% | -4% | 3% | 1% | -2% | 1%
Cn1nnc2cc(C(=O)N3CCCCCC3)ccc21 | 3% | -5% | -6% | 5% | -2% | . | -1% | 2% | 2% | 4% | -8%
COc1ccc(C2C(C(C)=O)=C(O)C(=O)N2c2cccnc2)c(OC)c1 (centres undefined) | 2% | 2% | 2% | -2% | -15% | -0.6%[0.369 µM] | -6% | 11% | -1% | -12% | 2%
O=C(Nc1ccncc1)c1cc2ccccc2o1 | -17% | -11% | 12% | 5% | 8% | 2.9% | -4% | 1% | 20µM* | -13% | -5%
CSc1nc2ccc(S(=O)(=O)N3CCc4ccccc43)cc2s1 | 21% | 2% | 1% | 4% | 23% | 2.3% | 4% | 3% | 1% | 15% | 1%
CCOC(=O)c1ccn(-c2nc(-c3ccco3)cc(C(F)(F)F)n2)n1 | -29% | 1% | -9% | . | ? | -1.0% | -1%[2.3 µM] | 20% | 0% | -23% | -3%
COc1cccc(-c2cc(C(=O)NCCc3ccccc3)no2)c1 | 18% | 12% | -8% | -3% | 5% | -0.9% | -2% | ? | 4% | 14% | 10%

Next part, starting with the last 5 of the part before.
SMILES | ERK AVP block | 15-hLO inh | Ub-GFP proteasome | Epigenetic mod | HADH2 inhib | HBB splicing | Hsp90 Hop PPI | CRE-bla Fsk | FLuc inh | Tau fil binding | Pol III holo inh
COc1ccc(C2C(C(C)=O)=C(O)C(=O)N2c2cccnc2)c(OC)c1 (centres undefined) | 2% | 2% | 2% | -2% | -15% | -0.6%[0.369 µM] | -6% | 11% | -1% | -12% | 2%
O=C(Nc1ccncc1)c1cc2ccccc2o1 | -17% | -11% | 12% | 5% | 8% | 2.9% | -4% | 1% | 20µM* | -13% | -5%
CSc1nc2ccc(S(=O)(=O)N3CCc4ccccc43)cc2s1 | 21% | 2% | 1% | 4% | 23% | 2.3% | 4% | 3% | 1% | 15% | 1%
CCOC(=O)c1ccn(-c2nc(-c3ccco3)cc(C(F)(F)F)n2)n1 | -29% | 1% | -9% | . | ? | -1.0% | -1%[2.3 µM] | 20% | 0% | -23% | -3%
COc1cccc(-c2cc(C(=O)NCCc3ccccc3)no2)c1 | 18% | 12% | -8% | -3% | 5% | -0.9% | -2% | ? | 4% | 14% | 10%
O=C(NCc1ccco1)c1cc2ccccc2c(=O)o1 | 9% | -23% | -2% | -1% | ? | -3.2% | -11% | ? | -17% | -7% | -4%
CCOC(=O)CC(=O)CSc1nc(C)nc2c1oc1ccccc12 | -20% | 3% | 2% | 2% | ? | -5.0%[0.369 µM] | -8% | 10µM* | -8% | -4% | -6%
O=C(Nc1ccc2c(c1)OCO2)c1nn(-c2ccccc2)c(=O)c2ccccc12 | -3% | 0% | -1% | 3% | 4% | 0.5%[57.5 µM] | -14% | 13% | -2% | 22% | 8%
COc1ccc(OC)c(S(=O)(=O)N2CCC(C(=O)NCc3ccccc3OC)CC2)c1 | -14% | 0% | 3% | 7% | 11% | -0.9% | -5% | -11% | -1% | 3% | -1%
O=C(Cc1ccc(Br)cc1)c1ccc(O)cc1O | -20% | 4% | 0% | 2% | 2% | 0.9%[9.22 µM] | 1% | 2% | 1% | -7% | -4%
COC(=O)c1[nH]c2ccccc2c1NC(=O)CN1CCN(C/C=C/c2ccccc2)CC1 | ? | -14% | 15% | -2% | -6% | 3.7%[1.84 µM] | -11% | ? | -1% | 106% | -2%
COc1ccc(-n2nc3cc(C)c(NC(=O)C(C)C)cc3n2)cc1 | 26% | -13% | 3% | -1% | 19% | . | -3% | 8% | ? | 3% | -4%
CCN1CCCC1CNC(=O)c1ccc(N2CCCC2=O)cc1 (centres undefined) | 7% | 4% | -6% | -3% | ? | 1.8% | -8% | ? | -1% | 11% | 2%

Bioassay records (PubChem BioAssay)
